# Screens (PubChem)
# RXFP1 agonist – activates the human relaxin receptor RXFP1 | Q9HBX9 | HEK293T-RXFP1 cAMP TR-FRET, 30 min; response scale: percent of porcine relaxin response, buffer zero | Potency, µM (series often up to 57.5 µM), without a hit: at the highest dose activation, usual class: activators | 0.3% of 370,000 active | AID 2676; note: potency is the fitted concentration of half-maximal effect; % is set by controls: 0 for no effect and ±100 for the full control effect; nearly all actives have a fitted effect of over 60% in size; many of its hits are not listed in these tables
#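 Agonist response is measured as cAMP accumulation in an RXFP1-transfected HEK293T line under PDE4 inhibition. Values are scaled between buffer-only and 29 nM porcine relaxin, and EC50s come from standard Hill equation fits.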
# LDHA block – inhibitors of human lactate dehydrogenase A; AID 1347041; 0.15% of 480,000 active; activity change, % (values are at about 110 or 230 µM); purified LDHA, NADH/diaphorase-resazurin fluorescence; hits give low values; in the data active = activity change below about -30%; inconclusive = mostly about -25% to -30%;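 note: plate controls were DMSO wells for no effect and wells without enzyme for full effect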
#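 Enzyme activity of human lactate dehydrogenase 5 (2 nM; 0.06 mM NADH, 0.2 mM pyruvate, 5 min, RT) is measured via a resazurin/diaphorase fluorescence readout of residual NADH.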
# USP1-UAF1 inh – USP1/UAF1 (human) deubiquitinase inhibition; O94782; recombinant USP1/UAF1, Ub-Rhodamine cleavage fluorescence; Potency, µM (top dose mostly 57.1 µM), inactives show at the top dose activity change, negative = inhibition, actives largely listed as inhibitors; 0.23% of 390,000 active; note: potency is the fitted concentration of half-maximal effect; % is set by controls: 0 for no effect and ±100 for the full control effect; nearly all actives have a fitted effect of over 60% in size; inactives centre near -12
#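 Step one: compound is pinned into 1nM USP1/UAF1 in HEPES pH 7.8 buffer with TCEP. Step two: 15 min room-temperature incubation. Step three: Ub-Rho (150nM final) starts cleavage, tracked by fluorescence over six one-minute reads.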
# Glioma ERSR ind – inducers of ER stress response in human glioma cells; U87-MG GRP78 promoter luciferase reporter, 16 h; AID 602332; Potency, µM, inactives show at the highest dose activation, actives largely listed as activators; 0.02% of 420,000 active; note: potency is the fitted concentration of half-maximal effect; series mostly up to about 76 µM; % of control where 0% means no effect; nearly all actives have a fitted effect of over 35% in size
#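 Stably transfected U87-MG glioma cells carrying a GRP78-based luciferase sensor; 16 h compound incubation. Luminescence end-point read 10 min after Bright-Glo addition at room temperature.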
# Vif-A3G inh – inhibitors of Vif-APOBEC3G interaction. Q9HC16. HeLa A3G-eYFP + Vif (tagged APOBEC3G with the HIV-1 protein that degrades it), YFP fluorescence, overnight. Potency, µM (series often up to 46.1 µM), for inactives: at the top dose activity, negative = active, most hits filed as inhibitors. 0.076% of 410,000 active. AID 602310;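 note: potency is the fitted concentration of half-maximal effect; % is set by controls: 0 for no effect and ±100 for the full control effect; nearly all actives have a fitted effect of over 60% in size; hits raise eYFP signal because A3G escapes Vif-driven loss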
# Target sequence (Q9HC16 whole entry, looked up): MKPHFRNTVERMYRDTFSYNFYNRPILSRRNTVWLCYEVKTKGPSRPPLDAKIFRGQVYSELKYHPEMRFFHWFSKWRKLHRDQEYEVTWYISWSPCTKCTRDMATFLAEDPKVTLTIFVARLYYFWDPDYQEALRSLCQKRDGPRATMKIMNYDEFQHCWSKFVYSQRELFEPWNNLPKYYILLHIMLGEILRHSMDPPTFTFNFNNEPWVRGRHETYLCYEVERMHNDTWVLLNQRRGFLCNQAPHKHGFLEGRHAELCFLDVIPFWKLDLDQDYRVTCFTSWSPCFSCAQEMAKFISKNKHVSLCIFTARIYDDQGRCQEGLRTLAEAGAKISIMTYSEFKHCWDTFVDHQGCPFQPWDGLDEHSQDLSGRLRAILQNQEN
#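 HeLa cells stably expressing Vif and C-terminally eYFP-tagged A3G, seeded overnight at 37 deg C, then exposed to compound by pintool overnight at 37 deg C. Rise in yellow fluorescence (Ex 488/Em 500-530, Acumen) marks blocked Vif-driven A3G degradation.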
# IDH1 R132H inh – blocks human mutant IDH1 R132H enzyme; IDH1-R132H enzyme, NADPH consumption, diaphorase/resazurin fluorescence; O75874; 0.093% of 390,000 active; AID 602179; Potency, µM (titrated, usually from 76.6 µM), for the others: at the highest dose activity change, negative = inhibition, actives largely listed as inhibitors; note: potency is the fitted concentration of half-maximal effect; % is set by controls: 0 for no effect and ±100 for the full control effect; nearly all actives have a fitted effect of over 65% in size
#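 IDH1-R132H (0.5 ug/mL dispensed) in pH 7.5 Tris buffer was preincubated 30 min with compound, then given a substrate mix of 0.016 mM NADPH and 2 mM alpha-KG for 80 min at room temperature; remaining NADPH was read by diaphorase/resazurin fluorescence.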
# Vif-A3F inh – blocks the Vif interaction with APOBEC3F; 0.2% of 390,000 active; AID 602313; HeLa A3F-eYFP + Vif (tagged APOBEC3F with the HIV-1 protein that degrades it), YFP fluorescence increase; Potency, µM (highest dose often 46.1 µM), inactives show at the highest dose activity, negative = active; note: potency is the fitted concentration of half-maximal effect; % of control where 0% means no effect; nearly all actives have a fitted effect of over 65% in size
#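 Fluorescence increase (Ex 488/Em 500-530) after overnight compound treatment at 37 deg C flags inhibition of Vif-driven A3F-eYFP loss in stable HeLa A3F-eYFP/Vif cells seeded overnight beforehand.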
# TrxR1 substrate – rat thioredoxin reductase 1 substrate activity; O89049; purified TrxR1 substrate turnover, NADPH consumption readout; Potency, µM (series often up to 114 µM), for inactives: at the top dose activity change, negative = substrate turnover; 0.01% of 390,000 active; AID 588456; note: potency is the fitted concentration of half-maximal effect; % is set by controls: 0 for no effect and ±100 for the full control effect; nearly all actives have a fitted effect of over 50% in size
#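 Rat TrxR1, dispensed at 90 nM, was prereduced with 400 uM NADPH (final) for 5 min at ~22 deg C, then incubated with compound 15 min before 400 uM selenite. A first-read NADPH fluorescence drop versus no-compound background flagged substrates.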
# PI4K2A block – inhibitors of human PI4K2A. 0.13% of 420,000 active. AID 1346378. purified PI4K2A, ADP-Glo luminescence, 1 h; hits give low values. activity change, negative = inhibition, % at 76.9 µM; in the data active = activity change below about -50%; inconclusive = mostly about -30% to -49%;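 note: -100% = wells without enzyme as full effect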
# Target sequence (Q9BTU6 whole entry, looked up): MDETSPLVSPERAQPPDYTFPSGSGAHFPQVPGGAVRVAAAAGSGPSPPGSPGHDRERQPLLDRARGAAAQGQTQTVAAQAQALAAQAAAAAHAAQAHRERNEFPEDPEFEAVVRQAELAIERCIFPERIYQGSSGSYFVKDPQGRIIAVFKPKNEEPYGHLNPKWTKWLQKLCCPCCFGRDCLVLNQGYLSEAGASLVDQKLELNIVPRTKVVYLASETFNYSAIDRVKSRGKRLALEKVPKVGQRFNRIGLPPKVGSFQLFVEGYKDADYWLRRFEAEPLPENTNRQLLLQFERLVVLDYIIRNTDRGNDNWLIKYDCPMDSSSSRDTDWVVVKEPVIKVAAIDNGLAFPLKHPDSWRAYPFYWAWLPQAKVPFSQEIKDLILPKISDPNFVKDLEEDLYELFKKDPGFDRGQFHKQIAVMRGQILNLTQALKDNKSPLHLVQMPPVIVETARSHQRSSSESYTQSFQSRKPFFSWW
#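 ADP-Glo luminescence measured ADP generated by PI4K2A enzyme (4 ug/mL before mixing) with 1.2 mM PI substrate (pre-mix) and 300 microM ATP (pre-mix). Tris pH7.5 buffer with MgCl2, Triton X-100; 1 h reaction at ambient temperature.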
# * marks the source's active call; other numbers are inactive results; ? = inconclusive; · = no result given; [ ] = dose if it differs, or a comment. Unless noted, calls come from the whole dose curve; as a rule, active = well fitted curve in the direction sought with a large enough effect; inconclusive = small, poorly fitted or top-dose-only effect, or another doubt; inactive = no such curve, though single readings can be large; an effect the other way counts as inactive or inconclusive. Some of the compounds tested. The share of hits here may be higher or lower than overall.
SMILES,RXFP1 agonist,LDHA block,USP1-UAF1 inh,Glioma ERSR ind,Vif-A3G inh,IDH1 R132H inh,Vif-A3F inh,TrxR1 substrate,PI4K2A block
Cc1cc(C(=O)NC2CCCCC2)c(C)n1-c1ccc(F)cc1,1.7%,-5.7,-9.7%,-3.4%,-1.3%,6.8%,-3.7%,-4.7%,4.0
COC(=O)C1(C)NC(c2ccc(O)cc2)C2C(=O)N(c3ccc(C)cc3)C(=O)C21 (configuration not stated),1.1%,-1.5,-11.1%,-3.3%,-4.4%,2.8%,7.4%,5.4%,-8.5
CC(C)=N/N=C(\N)SCc1ccccc1,1.8%,-1.2,-4.6%,-0.7%,0.2%,-1.4%,-3.4%,-2.7%[0.0914 µM],-0.2
O=C(Nc1ccc(Cl)cc1)N1CCN(c2ccccc2)CC1,0.1%,-3.0,-13.3%,3.9%,0.1%,3.1%,-2.1%,-2.6%,0.6
CCCOc1ccc(N2C(=O)CC(N3CCOCC3)C2=O)cc1 (configuration not stated),0.7%,1.2,-7.0%,-3.8%,-1.2%,0.0%,-5.8%,5.2%,-0.6
CCO[C@@H]1OC(C(=O)N2CCCCCCC2)=C[C@H](c2cn(C(C)=O)c3ccccc23)[C@H]1CCCO,0.3%,-1.8,-13.5%,1.4%,-4.4%,3.4%[38.3 µM],-3.2%,-3.8%,1.0
CCc1nnc(SCC(=O)N(CC)c2ccccc2)c2cc3oc(C)cc3n12,5.2%,3.4,?,-4.5%,-12.8%,-2.0%,-4.9%,-3.4%,-0.2
O=C(Nc1ccc(Cl)cc1)Nc1ccccc1Sc1ncc([N+](=O)[O-])s1,?,3.1,?,-6.6%,?,?,1.5%,0.2%,-7.7
O=C1CCN(Cc2ccccc2)CCN1[C@H](CSc1ccccc1)c1ccccc1,0.4%,-11.3,-14.7%,-3.7%,-0.5%,-1.1%,3.5%,3.4%,3.6
CSc1ccccc1C(=O)NC1CCCc2ccccc21 (configuration not stated),1.2%,-3.0,-4.9%,-1.3%,1.6%,-2.8%,1.9%,0.7%,-2.1
COc1ccc(NC(=O)N(C)C[C@H]2Oc3ccc(NS(=O)(=O)c4c(C)noc4C)cc3C(=O)N([C@H](C)CO)C[C@@H]2C)cc1,·,0.9,-26.3%,-2.7%,0.1%,0.1%,3.1%,6.0%,0.1
CCC(C)C(=O)Nc1nnc(-c2cccs2)s1 (configuration not stated),0.2%,-3.6,4.8%,8.0%,-2.4%,-0.1%,·,32.5%[activator],-2.8
COc1ccc(NS(=O)(=O)c2ccc(NC(=O)c3ccccc3)cc2)nn1,0.2%,-5.6,-2.0%,-0.9%,-0.6%,4.7%,1.4%,-3.0%,3.1
CCOCC(=O)Nc1nnc(Cc2ccc(OC)cc2)s1,0.1%,-5.3,-19.2%,6.1%,2.5%,-0.9%,-10.3%,-0.7%,-7.2
Cc1ccc(NC(=S)NC2CC3CCCC(C2)N3Cc2cccs2)cc1 (configuration not stated),-1.2%,-5.4,?,-4.2%,0.5%,-1.3%,-15.4%,4.8%,0.2
COC1CCCCC1Nc1cc(C)ccc1C (configuration not stated),0.3%,-19.9,-24.0%,-2.7%,2.2%,3.7%,-8.4%,-2.8%,-5.6
O=C(Nc1ccccc1Cl)c1ccccc1CC(O)(c1ccccc1)c1ccccc1,·,-1.9,-18.0%,-4.9%,-11.9%,21.3%,-3.9%,·,-1.6
CCCCCCNC(=O)O[C@]12C[C@@H](C(=O)OC)[C@@H](C(=O)OC)C[C@@]1(O)CN(S(=O)(=O)c1ccc(C)cc1)C2,·,-0.7,?,-0.8%,-5.2%,9.3%,-4.2%,·,-1.7
Cc1nnc(NC(=O)c2ccc(C)c(S(=O)(=O)N3CCOCC3)c2)s1,-1.0%,-1.8,-16.5%,1.3%,0.8%,-6.2%,-0.1%,1.9%,2.4
CN1CCN(c2ccc(NC(=O)c3ccco3)cc2Cl)CC1,4.6%,-8.6,-12.4%,-9.9%,8.5%,-8.2%,-8.4%,1.8%,3.3
COC(=O)c1ccc(N2C(=O)CC(SCCN)C2=O)cc1 (configuration not stated),1.1%,-3.1,-13.5%,0.5%,3.9%,8.1%,-17.4%,-3.6%,-23.9
CCOC(=O)Cc1csc(SCC(=O)Nc2cc(C)ccc2OC)n1,-0.9%,-7.5,-19.7%,-1.5%,1.5%,5.0%,10.7%,3.8%[57.1 µM],2.9
CCC(=O)N1c2ccc(S(=O)(=O)NCc3cccc(OC)c3)cc2CC1C (configuration not stated),2.0%,-0.1,-20.1%,-2.5%,-2.8%,13.9%,0.2%,1.2%,3.3
NCCc1nnc(SCC(=O)Nc2cccc(Cl)c2)o1,2.8%,-10.3,-10.0%,-1.8%,1.9%,0.3%,-12.8%,3.2%,-0.4
CCOc1ccc(NC(=O)c2nc(S(=O)(=O)Cc3ccccc3C)ncc2Cl)cc1,·,-1.3,·,-10.6%,?,·,·,-2.7%,·
# New compounds follow
SMILES,RXFP1 agonist,LDHA block,USP1-UAF1 inh,Glioma ERSR ind,Vif-A3G inh,IDH1 R132H inh,Vif-A3F inh,TrxR1 substrate,PI4K2A block
O=C(NCc1ccco1)c1cc(-c2ccccc2)nn1CC1CC(c2cccc([N+](=O)[O-])c2)=NO1 (configuration not stated),·,-3.5,-27.3%,-2.6%,-6.7%,-1.0%,3.7%,9.1%,-5.5
C#CCOCCOCCOCCNc1nc(N2CCN(C(=O)[C@H]([C@@H](C)CC)n3cc([C@@H](N)CO)nn3)CC2)nc(N2CCN(C(=O)[C@H](Cc3ccc(O)cc3)n3cc([C@@H](N)CC(C)C)nn3)CC2)n1,1.4%,-2.2,0.5%,?,-3.0%,-15.8%,-0.3%,2.4%,1.2
Cc1ccc(-c2csc3ncn(CC(=O)O)c(=O)c23)cc1C,3.3%,-0.2,-19.0%,-2.6%,-2.0%,-2.0%,-4.4%,0.6%,-4.8
CCC(=O)Nc1nnc(SCc2cc(=O)c3cc(C)ccc3[nH]2)s1,5.1%,2.2,-11.4%,-1.0%,1.0%,-3.2%,3.5%,-4.6%[57.1 µM],-1.2
CCc1ccc(NS(=O)(=O)c2c(-c3ccccc3)csc2C(=O)OC)cc1,-0.5%,-1.0,-22.0%,-4.9%,-25.8%,-12.8%,-3.2%,2.7%[57.1 µM],-1.4
CN1CCCC1=Nc1ccccc1,·,-0.4,?,-2.3%,-1.0%,-4.8%,0.0%,·,4.5
CCOC(=O)c1c(C)n(C)c2ccc(O)c(CN3CCCCC3)c12,0.7%,13.7,1.2%,-8.6%,1.6%,2.1%,-3.9%,5.0%[57.1 µM],4.1
Cc1cc(N2CCC(C)CC2)n2ncc(-c3ccccc3)c2n1,1.7%,-4.3,-6.0%,-10.3%,-0.9%,-0.6%,3.0%,67.2%,-0.2
CN(Cc1nc2ccccc2c(=O)[nH]1)Cc1cc(=O)oc2ccc3ccccc3c12,1.2%,9.6,-14.9%,-2.7%,1.9%,4.7%,1.5%,10.4%,2.7
Cc1ccc(/C=N/NC(=O)c2ccoc2C)s1,-0.7%,-6.1,-10.5%,-0.7%,-1.8%,10.6%,-0.7%,-20.8%,-14.5
CN1C(=O)c2ccc(C(=O)Nc3ccc4c(c3)OCO4)cc2C1=O,-0.2%,-1.1,-11.5%,0.9%,-6.9%,14.4%,-0.1%,4.1%,-4.7
Cc1c(-n2cc(C(=O)c3ccccc3O)cc(C#N)c2=O)c(=O)n(-c2ccccc2)n1C,2.4%,-5.1,-20.2%,-1.2%,-0.9%,-0.2%,-2.8%,-11.0%,-0.6
Cc1noc(C)c1CSCC(=O)N(C)CC(=O)Nc1ccc(Cl)c(Cl)c1,-0.5%,-0.4,-21.4%,-1.2%,-0.4%,11.7%,-4.3%,-2.8%,-2.1
CC(C)[C@H](NC(=O)OC(C)(C)C)c1nnc(SCc2cccc(F)c2)o1,-0.5%,-6.3,-23.4%,-7.2%,-0.1%,4.3%,0.5%,-2.8%,-0.3
OC(CN1CC=C(/C=C/c2ccc(Br)cc2)CC1)c1ccccc1 (configuration not stated),2.2%,-2.2,-22.9%,-2.1%,0.5%,3.2%,10.3%,6.7%,6.3
CCCOc1cccc(C2c3c(oc4ccc(F)cc4c3=O)C(=O)N2c2nc(C)c(C(C)=O)s2)c1 (configuration not stated),-1.3%,-4.8,-8.5%,-4.7%,-0.8%,-21.2%,1.5%,0.9%,-1.9
Cc1cc(NC(=O)CCC(=O)N(CC(C)C)C(C(=O)NC(C)(C)C)c2ccccc2Cl)no1 (configuration not stated),1.1%,-3.7,-8.5%,-5.2%,-5.1%,-3.1%,-1.4%,1.2%,1.1
C/C=C(\C)C(=O)NCCN1C2=NC[C@@H](Cc3ccccc3)N2C[C@H]1Cc1ccc(O)cc1,-0.8%,-1.7,-26.0%,-2.6%,0.2%,2.2%,1.9%,-1.9%,-1.2
COC(=O)C1=COC(C)C2CN3CCc4c([nH]c5cc(OC)c(OC)cc45)C3CC12 (configuration not stated),5.0%,-8.9,?,-2.4%,-11.6%,-16.7%,8.91µM*,1.4%,-7.1
